TCR CD3 inh – inhibitors of human TCR-CD3 interaction | TAMRA-labeled TCR probe fluorescence, biochemical | actives 0.37% (n = 360,000) | inhibition, % at 9.4 µM; in the data active = inhibition above about 19%;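 note: recombinant mutant TCR 2C K166C tagged with TAMRA read by polarization; 0% = receptor in buffer alone and 100% = receptor with positive control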
SIAE inh – blocks human sialic acid acetylesterase. Q9HAT2. SIAE FP-Rh probe binding, fluorescence polarization. inhibition, % at 9.66 µM. actives 0.69% (n = 370,000). AID 1053197;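 active = inhibition above a cutoff: mean of compounds within the control limits plus 3 SD of those, cut at about 17% in these data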;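 note: 0% = plate median of compound wells and 100% = probe without SIAE protein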
GC-A act – GC-A (human) enzyme activation; HEK293 GC-A cells, cGMP TR-FRET, EC30 ANP; 0% at EC30 ANP, 100% saturating ANP; activation, % at 10 µM; actives 0.14% (n = 370,000); P16066; in the data active = activation above about 40%
UHRF1 binding – UHRF1 methyl-DNA binding inhibition; Q96T88; UHRF1 binding to methylated oligo, TR-FRET; inhibition, % at 4.4 µM; actives 0.75% (n = 370,000); in the data active = inhibition above about 21%;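 note: UHRF1 SRA domain binding a hemimethylated CpG hairpin DNA probe; 0% = median of test compound wells and 100% = reference inhibitor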
NPR2 activator – GC-B (human) receptor activation. HEK293-GC-B cells, CNP EC30, cGMP TR-FRET; 0% at EC30 CNP, 100% saturating CNP. activation, % at 10 µM. P20594. AID 1920062. actives 0.11% (n = 370,000);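 active = activation at 10 µM reaching about 35% in either raw or pattern-adjusted values, limit read from the data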
rCAG RNA binder – molecules binding r(CAG) RNA repeats | r(CAG) RNA repeat, TO-PRO-1 dye displacement fluorescence | inhibition, % at 3 µM | actives 1.3% (n = 370,000) | AID 651821;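 active = inhibition above the plate cutoff, the mean of all test compounds on that plate plus 3 SD, cut at about 35% in these data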;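 note: 0% = DMSO alone and 100% = 100 µM mitoxantrone as full dye displacement; higher means more dye released from RNA so lower well fluorescence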
ABHD4 inh – inhibits mouse alpha/beta hydrolase domain 4. Q8VD66. purified mABHD4, FP-Rh probe fluorescence polarization. inhibition, % at 8.92 µM. actives 0.54% (n = 370,000). AID 720543;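 active = inhibition exceeding the mean over every tested compound plus 3 SD, cut at about 30% in these data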;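 note: 0% = plate median of compound wells and 100% = S159A mutant with DMSO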
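Assay system: Wild-type mouse ABHD4 protein | Medium: HEPES pH 7.0 buffer, 150 mM NaCl, 0.01% Pluronic F-127 | Incubation: Enzyme–compound pre-incubation 45 min, then probe 60 min, both 25 °C | Technique: Fluorescence polarization with parallel and perpendicular emission, 525/598 nm | Evaluation: % inhibition of FP-Rh probe binding versus controls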
HTRA1 inh – blocks human HTRA1 serine peptidase. recombinant HTRA1, FP-rhodamine activity-based probe, fluorescence polarization. inhibition, % at 5.96 µM. actives 0.5% (n = 340,000); in the data active = inhibition above about 36%;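 note: 0% = enzyme with DMSO and 100% = wells lacking enzyme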
Target sequence (Q92743 whole entry, looked up): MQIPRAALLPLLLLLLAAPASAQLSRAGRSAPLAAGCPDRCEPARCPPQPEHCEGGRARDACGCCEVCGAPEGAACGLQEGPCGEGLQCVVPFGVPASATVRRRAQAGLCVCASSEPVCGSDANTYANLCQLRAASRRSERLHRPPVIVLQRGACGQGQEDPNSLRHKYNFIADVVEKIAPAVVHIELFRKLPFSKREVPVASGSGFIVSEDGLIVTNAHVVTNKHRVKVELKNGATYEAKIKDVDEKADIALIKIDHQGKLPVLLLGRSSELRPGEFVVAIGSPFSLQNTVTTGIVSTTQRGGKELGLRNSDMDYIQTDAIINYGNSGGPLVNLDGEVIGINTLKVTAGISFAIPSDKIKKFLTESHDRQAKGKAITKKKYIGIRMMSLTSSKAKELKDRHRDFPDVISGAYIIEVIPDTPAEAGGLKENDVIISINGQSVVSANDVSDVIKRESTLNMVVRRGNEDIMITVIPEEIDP
MBD2 DNA inh – inhibitors of human MBD2 binding to methylated oligonucleotide. Q9UBB5. TR-FRET. inhibition, % at 4.4 µM. actives 0.31% (n = 370,000). AID 686964; in the data active = inhibition above about 13%
Target sequence (Q9UBB5 whole entry, looked up): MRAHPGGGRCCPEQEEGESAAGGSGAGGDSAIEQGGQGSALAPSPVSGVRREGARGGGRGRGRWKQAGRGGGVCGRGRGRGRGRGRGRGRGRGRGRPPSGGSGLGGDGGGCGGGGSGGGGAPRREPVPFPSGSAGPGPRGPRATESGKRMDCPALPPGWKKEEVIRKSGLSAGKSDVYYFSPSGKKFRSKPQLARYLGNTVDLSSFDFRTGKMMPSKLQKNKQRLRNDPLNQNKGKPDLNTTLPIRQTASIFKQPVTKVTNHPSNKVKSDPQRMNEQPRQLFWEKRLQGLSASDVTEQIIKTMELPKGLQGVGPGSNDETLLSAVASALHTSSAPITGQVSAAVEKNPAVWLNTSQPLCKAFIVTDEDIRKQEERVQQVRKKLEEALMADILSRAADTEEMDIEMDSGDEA
PRMT1 FP inh – inhibitors of human PRMT1; Q99873; recombinant PRMT1, activity-based probe fluorescence polarization; inhibition, % at 2.79 µM; actives 1.3% (n = 370,000);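 active = inhibition above about 21% made by adding two undisclosed values, limit read from the data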
Numbers without * were called inactive; / = no result given. This is a subset (hit frequency here may not be typical).

SMILES	TCR CD3 inh	SIAE inh	GC-A act	UHRF1 binding	NPR2 activator	rCAG RNA binder	ABHD4 inh	HTRA1 inh	MBD2 DNA inh	PRMT1 FP inh
CN(CCC#N)C(=O)COC(=O)c1c2c(nc3ccccc13)/C(=C/c1ccco1)CC2	52*	20*	-3	86*	4	69*	42*	19	64*	41*
OC(COCc1ccc(Cl)cc1)CN1CCc2ccccc2C1 (stereo unspecified)	0	-1	-3	7	5	-13	3	-2	-1	2
CCOc1ccc(S(=O)(=O)NCCCN2CCCC2=O)cc1	-5	0	2	3	-1	-5	0	-1	-1	2
Cc1nc2cc(-c3cccc(F)c3)nn2c(N2CCN(C(=O)c3ccco3)CC2)c1C	0	0	-2	0	-4	-2	6	0	6	0
CC1(C)CC(=O)C(C(c2cc([N+](=O)[O-])ccc2Cl)C2C(=O)CC(C)(C)CC2=O)C(=O)C1	-14	-5	-1	2	3	-2	3	/	4	4
Cc1cc(C)c(C#N)c(OCC2CCCO2)n1 (stereo unspecified)	3	-14	-1	2	0	0	-7	/	0	-1
COc1cccc(NC(=O)CSc2ccc3nnc(-c4cccnc4)n3n2)c1	1	-2	-2	1	-1	0	3	-5	-5	-4
COc1cccc(-c2nc(CS(=O)(=O)CC(=O)NC3CCCCC3C)c(C)o2)c1 (stereo unspecified)	9	-8	-7	0	-1	-2	-4	-5	-4	0
COC(=O)[C@]1(Cc2ccccc2)N[C@H](CN(C)S(=O)(=O)c2ccc(C(C)(C)C)cc2)[C@@H]2C(=O)N(Cc3ccccc3)C(=O)[C@@H]21	11	-4	2	-3	5	6	-4	2	3	0
COCCNC(=O)CSc1nc(-c2ccccc2)c(-c2ccccc2)o1	-3	-1	-17	4	-7	-8	-2	-4	6	3
O=C(Nc1ccc(S(=O)(=O)N2CCOCC2)cc1)c1ccc2c(c1)S(=O)(=O)c1ccccc1C2=O	0	-14	-3	-1	-1	0	0	0	0	3
O=c1c2sc(-c3ccccc3)cc2nc2n1CCCCC2	-3	4	-18	-2	-11	0	-4	-7	-9	-3
c1ccc(Sc2ccccn2)cc1	-4	-8	1	3	2	-2	-7	/	-1	5
COc1cc(NC2c3ccccc3C(=O)N2c2cc(C)ccn2)cc(OC)c1OC (stereo unspecified)	-5	-2	2	1	0	2	1	-2	0	0
CCOc1ccc(C(=O)NCC(=O)OCC(=O)Nc2ccccc2OCC)cc1	8	2	-5	-1	-5	3	-10	4	-3	-2
O=C(COC(=O)C1CCN(c2ccc(C(F)(F)F)cn2)CC1)NCc1cccc(Cl)c1	-2	-1	-5	3	-12	-7	-8	-19	5	-1
NC(=O)c1nsc(C(=O)N(c2ccccc2)C(C(=O)NCc2ccc(F)cc2)c2ccco2)c1N (stereo unspecified)	7	-7	-22	-3	-13	6	-4	-4	-2	-1
O=C(/C=C/c1ccc(OC(F)F)cc1)OCC(=O)N1CCN(C(=O)c2ccco2)CC1	2	-9	0	-1	-2	-3	0	6	-2	-4
CCCOc1ccc(C(=O)CCC(=O)OCC(=O)N2CC(=O)Nc3ccccc32)cc1	5	-2	2	-1	1	-3	0	-4	0	1
O=C(O)COc1ccc(/C=N/NC(=O)Cc2ccc(Cl)cc2)cc1	5	-2	3	5	0	5	-5	-6	1	-3
Nc1cc(S(=O)(=O)N2CCCCC2)ccc1N1CCCCC1	4	-5	-1	0	3	1	2	2	-7	-6
C[C@H](NC(=O)c1nc[nH]c1C(=O)NCC(=O)OCc1ccccc1)c1ccccc1	-2	-4	-2	0	7	-8	-6	-11	-4	-2
Cc1cscc1-c1cc2nc(NCCCN(C)C)n(C)c(=O)c2s1	-9	-20	-6	2	-15	7	-1	/	2	4
CCN1C(=O)N/C(=C/c2cc(C)n(Cc3ccccc3)c2C)C1=O	-6	2	5	2	6	11	14	15	-1	2
CCOC(=O)Cc1nnc(NC(=O)COc2ccc(C)cc2)s1	-1	-1	2	0	-1	3	-4	-1	0	4

Rewritten as a markdown table: part of the list above
| structure | TCR CD3 inh | SIAE inh | GC-A act | UHRF1 binding | NPR2 activator | rCAG RNA binder | ABHD4 inh | HTRA1 inh | MBD2 DNA inh | PRMT1 FP inh |
| --- | --- | --- | --- | --- | --- | --- | --- | --- | --- | --- |
| CCOc1ccc(C(=O)NCC(=O)OCC(=O)Nc2ccccc2OCC)cc1 | 8 | 2 | -5 | -1 | -5 | 3 | -10 | 4 | -3 | -2 |
| O=C(COC(=O)C1CCN(c2ccc(C(F)(F)F)cn2)CC1)NCc1cccc(Cl)c1 | -2 | -1 | -5 | 3 | -12 | -7 | -8 | -19 | 5 | -1 |
| NC(=O)c1nsc(C(=O)N(c2ccccc2)C(C(=O)NCc2ccc(F)cc2)c2ccco2)c1N (stereo unspecified) | 7 | -7 | -22 | -3 | -13 | 6 | -4 | -4 | -2 | -1 |
| O=C(/C=C/c1ccc(OC(F)F)cc1)OCC(=O)N1CCN(C(=O)c2ccco2)CC1 | 2 | -9 | 0 | -1 | -2 | -3 | 0 | 6 | -2 | -4 |

(list continues)
SMILES	TCR CD3 inh	SIAE inh	GC-A act	UHRF1 binding	NPR2 activator	rCAG RNA binder	ABHD4 inh	HTRA1 inh	MBD2 DNA inh	PRMT1 FP inh
O=C(Cn1cnc2c(nnn2Cc2ccc(Cl)cc2)c1=O)c1ccccc1	1	-2	3	-2	6	6	0	-8	2	0
COc1ccc(-n2c(N3CCN(C)CC3)nc3sc4c(c3c2=O)CCCCC4)cc1	-1	1	2	-2	-5	0	4	5	-7	-3
CN(C)S(=O)(=O)c1ccc(NC(=O)COc2ncnc3c2cnn3-c2ccccc2)cc1	9	-10	3	-1	1	14	-6	-7	4	0
O=c1[nH]c2cccnc2n1-c1cccc([N+](=O)[O-])c1	8	-2	2	2	-2	1	-8	/	-5	-3
Cc1c(CCOC(=O)c2ccc(Cl)cc2Cl)sc[n+]1CC(=O)c1ccc(Br)cc1	0	-1	-8	-1	-9	6	29	-23	4	7
COc1ccc(CCC(=O)N2CCN(S(=O)(=O)c3cccs3)CC2)cc1	2	2	-1	0	0	-2	3	-4	1	0
CC(C)(C)c1ccc(-c2noc(CCC(N)=O)n2)cc1	-4	-2	-4	1	5	-5	4	-3	-2	0
COC(=O)CC1CC2(C(=O)OC)c3[nH]c4ccccc4c3CCN2C1=O (stereo unspecified)	-6	-2	-3	-3	-5	1	-3	/	2	3
COc1cc(C=O)ccc1OC(=O)c1ccncc1	-8	3	-1	1	3	-4	3	8	-1	1
COCCN(C(=O)c1ccccc1OC1CCN(S(C)(=O)=O)CC1)C(C)C	2	-2	-1	0	-4	-6	1	-2	0	-5
S=c1[nH]nc(Cc2ccccc2)n1-c1cccc2ccccc12	3	3	0	-1	-2	7	4	-4	-5	3
COc1ccc(/C=C/C(=O)NC(=S)NCC2CCCO2)cc1 (stereo unspecified)	-1	-3	5	3	-6	-1	-10	-1	-7	-4
Cc1ccc(C(=O)NCC(=O)Nc2ccc(S(=O)(=O)Nc3cc(C)nc(C)n3)cc2)cc1	0	6	-2	1	0	2	5	10	2	-3
Cc1ccc[n+](CC(=O)c2ccc(Cl)cc2)c1	12	7	4	-2	2	1	3	0	0	0
O=S(=O)(N/N=C/c1ccc(N2CCOCC2)cc1)c1ccccc1	2	0	1	2	0	5	-2	1	3	3
CN(CCO)C(=O)c1nc[nH]c1C(=O)N(C)Cc1ccccc1	-2	2	-1	6	3	1	-2	/	9	4
CCOC(=O)c1c(NC(=O)c2c(-c3ccccc3)noc2C)sc(C)c1-c1ccccc1	4	1	0	0	1	9	-6	-11	-1	0
C=C(C)CN(CC)C(=O)CCc1nnc(CCc2c[nH]c3ccccc23)o1	3	1	-2	-1	-1	-6	-2	4	3	-2
CC(C)CC(C(=O)O)N1C(=O)C2C3C=CC(C2C1=O)C1C(=O)N(C(CC(C)C)C(=O)O)C(=O)C31 (stereo unspecified)	1	1	1	1	3	9	8	-2	-3	0
CCC(Oc1ccc(C)cc1)C(=O)Nc1ccc2c(c1)n(C)c(=O)n2C (stereo unspecified)	-6	-3	-1	3	-2	-8	-4	2	7	3
Cc1cccc(N2CCN(C(=O)CCS(=O)(=O)c3ccc4c(c3)NC(=O)CO4)CC2)c1C	-8	1	-3	4	2	-1	-1	1	0	-3
COc1ccc(NC(=O)c2sc3nc(C)nc(N4CCOCC4)c3c2C)c(OC)c1	-6	0	-2	6	0	-3	-7	6	2	-5
Cc1ccc(C(=O)NC(Cc2c[nH]c3ccccc23)C(=O)O)o1 (stereo unspecified)	5	2	2	0	4	2	6	2	-1	3
O=C(Nc1ccc2c(c1)OCCO2)c1cccc(Br)c1	3	-5	-1	2	-7	1	-1	-18	6	-1
Cc1ccc(NC(=S)NNC(=O)c2c([N+](=O)[O-])c(C)nn2C)cc1	2	9	-1	0	5	11	-2	4	2	3
More records.
SMILES	TCR CD3 inh	SIAE inh	GC-A act	UHRF1 binding	NPR2 activator	rCAG RNA binder	ABHD4 inh	HTRA1 inh	MBD2 DNA inh	PRMT1 FP inh
Fc1ccccc1-c1n[nH]c(=S)n1N=Cc1ccc(OCc2ccccc2)cc1	/	3	-3	-3	1	70*	-27	/	-3	19
CCC(=O)Nc1ccc(C(=O)CSc2nnc(-c3ccc(NS(C)(=O)=O)cc3)n2C)cc1OC	4	-9	1	-1	3	1	2	-10	-2	0
CC(=O)NCCc1ccc(S(=O)(=O)NC2OC(=O)c3ccccc32)cc1 (stereo unspecified)	-1	5	2	11	1	0	4	3	6	-2
CC(=O)Nc1nnc(SCC(=O)NC2CC2)s1	7	-5	7	1	2	0	-2	7	-4	0
Cc1cccc(Cn2c(=O)c3c(nc4n3CCCN4Cc3ccccc3)n(C)c2=O)c1	1	6	6	-1	11	-1	4	-5	0	-2
Cc1c(CBr)[n+](=O)c2c(n1[O-])C(Br)CCC2Br (stereo unspecified)	8	0	0	-2	0	1	11	8	-1	8
COc1cc(/C=C2\SC(=O)NC2=O)ccc1OCc1ccc(Cl)nc1	-6	0	1	2	-3	13	-5	1	3	2
O=C1CC(=O)N(c2ccccc2)N1c1ccccc1	1	-3	-4	-1	3	25	8	-3	0	1
CC(=O)N1CCN(c2ccc(NC(=O)c3ccc([N+](=O)[O-])cc3)cc2)CC1	0	4	0	10	3	-2	0	2	0	1
CCN(CCCNC(=O)CCc1nc(-c2ccc(C)cc2)no1)c1cccc(C)c1	-5	3	-6	0	-3	-6	9	-3	-2	1
O=C(CSc1nnc(-c2ccc(Cl)cc2Cl)n1C1CCCCC1)NC1CCS(=O)(=O)C1 (stereo unspecified)	-4	4	-16	1	-4	-7	10	-4	4	-5
CC1C(C#N)=C(N)OC2=C1C(=O)CC(C)(C)C2 (stereo unspecified)	-6	-4	2	-2	3	-1	6	4	2	0
O=C(Oc1cc(=O)oc2c1c(=O)n1c3c(cccc23)CC1)c1ccc(F)cc1	-3	-3	-5	4	-1	2	-2	/	5	0
CCc1nnc(NC(=O)CN2CCN(Cc3cccc(F)c3)CC2)s1	4	-3	0	-1	-2	-6	4	-4	-2	2
Cc1ccccc1OCCOC(=O)c1cc(S(=O)(=O)N2CCOCC2)ccc1C	-1	-2	-6	3	-2	1	-1	3	2	1
CC(=O)Nc1ccc(S(=O)(=O)NC(C)C(=O)NC(C)c2ccccc2)cc1 (stereo unspecified)	5	-3	3	-1	-1	3	2	-3	1	44*
CCNS(=O)(=O)c1ccc(NC(=O)Nc2cccc(OC)c2)cc1	2	-14	-1	-2	1	9	-23	-14	-2	0
O=C(O)c1csc(-c2ccc(Cl)cc2)n1	-9	-4	-3	5	1	-2	-5	4	2	7
COc1ccc(NC(=O)CSc2nccn2-c2cccc(OC)c2)cc1	-5	-6	-13	2	-7	-6	4	-6	-1	3
CCC(=O)c1ccc(OCC(=O)O)c(OC)c1	-6	3	2	-1	3	-1	1	0	-1	2

Bioassay records: PubChem, several laboratories
